Assay outcomes: PubChem BioAssay, several laboratories
MLLE-PAM2 inh – blocks PAM2 peptide binding to the PABP1 MLLE domain. P11940. GST-MLLE / FITC-PAM2 fluorescence polarization. inhibition, % at 20 µM. hit rate 0.36% among 360,000. AID 588489; in the data active = inhibition above about 35%, passing the limit was not always enough;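 also: plate controls were DMSO wells with GST-MLLE for no effect and wells lacking GST-MLLE protein for full effect; some results filed as inactive read as strong as hits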
Target sequence (P11940 whole entry, looked up, the tested form may be a part): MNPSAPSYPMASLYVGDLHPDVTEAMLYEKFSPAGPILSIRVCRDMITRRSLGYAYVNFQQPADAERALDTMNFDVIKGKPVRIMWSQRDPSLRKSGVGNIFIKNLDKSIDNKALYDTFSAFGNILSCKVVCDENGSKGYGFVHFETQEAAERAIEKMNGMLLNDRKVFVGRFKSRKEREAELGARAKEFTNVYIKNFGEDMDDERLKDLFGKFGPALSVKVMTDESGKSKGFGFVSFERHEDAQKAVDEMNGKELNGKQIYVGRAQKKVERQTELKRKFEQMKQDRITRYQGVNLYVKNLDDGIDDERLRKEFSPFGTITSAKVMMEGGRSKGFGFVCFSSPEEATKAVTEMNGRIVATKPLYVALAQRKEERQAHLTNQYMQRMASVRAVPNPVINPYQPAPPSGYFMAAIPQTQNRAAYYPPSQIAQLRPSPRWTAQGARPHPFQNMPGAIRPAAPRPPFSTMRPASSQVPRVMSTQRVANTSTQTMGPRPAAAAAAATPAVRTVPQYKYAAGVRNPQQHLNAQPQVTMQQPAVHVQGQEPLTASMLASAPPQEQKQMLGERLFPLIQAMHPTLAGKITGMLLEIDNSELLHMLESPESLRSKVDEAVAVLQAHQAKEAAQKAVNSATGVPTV
CSN deneddyl inh – inhibitors of human CSN-mediated cullin deneddylation; AID 651999; Purified CSN, SCF-Nedd8-OG deneddylation, fluorescence polarization; hit rate 0.38% among 360,000; inhibition, % at 12.5 µM; Q92905;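 active = pattern-corrected inhibition above about 35%, with an unprinted fluorescence ratio check between 0.5 and 1.5, limit read from the data, passing the limit was not always enough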;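 also: 0% = enzyme with substrate and 100% = substrate without enzyme; some results filed as inactive read as strong as hits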
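Assay system: HEK293T-derived human Csn5 enzyme; quantity: 0.24 nM enzyme; medium: Tris/NaCl/DTT buffer, pH 7.5; also added: substrate SCFSkp2-Nedd8OG, 10 nM; doses: 12.5 µM compound; schedule: 90 min reaction at room temperature; signal: FP; read-out: % inhibition of substrate cleavage by Csn5; benchmarks: substrate-only high control, full reaction low control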
MsrA inh – inhibitors of bovine MsrA | purified bovine MsrA, absorbance read-out | inhibition, % at 15.5 µM | hit rate 0.75% among 360,000 | AID 651718; in the data active = inhibition above about 4.5%;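 also: 0% = vehicle wells with enzyme and 100% = reference inhibitor wells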
E coli Lon inh – inhibits E. coli Lon protease; P0A9M0; purified E. coli Lon protease, fluorescence polarization; inhibition, % at 7.94 µM; hit rate 0.42% among 360,000; in the data active = inhibition above about 13%, passing the limit was not always enough;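 also: 0% = enzyme with probe and DMSO and 100% = no enzyme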
Rin1-Abl PPI inh – blocks binding of human Rin1 to Abl; P00519+Q13671; TR-FRET Rin1/Abl binding, biochemical; inhibition, % at 7.35 µM; hit rate 0.4% among 360,000; AID 588664; in the data active = inhibition above about 5%, passing the limit was not always enough
FAS-TE inh – blocks the thioesterase domain of human fatty acid synthase | inhibition, % at 15 µM | hit rate 0.67% among 360,000 | P49327 | recombinant FAS-TE, OMFH fluorogenic substrate, fluorescence endpoint;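 active = compounds whose normalised, plate-corrected inhibition of enzyme fluorescence in the single-dose primary screen is 50% or more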;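 also: 0% = DMSO with enzyme and 100% = substrate without enzyme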
Rpn11 inh – Rpn11 (human) deubiquitinase inhibition; O00487; human 26S proteasome, Ub4-pepOG fluorescence polarization; 20S core pre-blocked with epoxomicin; calls only at 20 µM; hit rate 0.59% among 360,000; AID 588493;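 active = inhibition at 20 µM, scaled to each plate's controls, above about 33%, limit read from the data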
Target sequence (O00487 whole entry, looked up): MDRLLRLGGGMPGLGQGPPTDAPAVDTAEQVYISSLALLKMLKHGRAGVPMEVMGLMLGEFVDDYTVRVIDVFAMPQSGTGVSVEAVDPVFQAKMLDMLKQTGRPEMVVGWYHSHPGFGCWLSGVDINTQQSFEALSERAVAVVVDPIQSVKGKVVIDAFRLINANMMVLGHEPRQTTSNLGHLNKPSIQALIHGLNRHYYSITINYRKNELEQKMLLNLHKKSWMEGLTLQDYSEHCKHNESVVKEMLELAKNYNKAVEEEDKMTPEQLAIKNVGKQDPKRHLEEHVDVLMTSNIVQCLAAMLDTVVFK
MT1-MMP act inh – MT1-MMP (human) activation inhibition. P50281. HT1080 RFP-PRO-GFP cells, GFP/RFP ratio fluorescence, overnight; percent of plate control window, DMSO zero. GFP/RFP ratio change, % at 20 µM. hit rate 0.061% among 360,000. AID 651647;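 active = GFP/RFP ratio change of at least 30% with cell ATP level not reduced by more than half and red fluorescence within 50% of control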; also: strong numbers were not always called active
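Assay system: HT1080 cells carrying an RFP-PRO-GFP reporter | Dosing: Single dose of 20 µM compound, 1% DMSO final | Incubation: Cells overnight before dosing, compound overnight, 37 °C, 5% CO2 | Evaluation: GFP/RFP fluorescence ratio | Control set: DMSO and RFP-L50D-GFP cell wells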
MsrA act – activators of bovine methionine sulfoxide reductase A; purified bovine MsrA, absorbance read-out; activation, % at 10.6 µM; hit rate 0.3% among 360,000; in the data active = activation above about 7.5%;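 also: 0% = vehicle and 100% = reference activator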
* hit, by the source's call; i = inactive; / = not tested or not shown. Random draw from the library. Share with any hit: about 3.7%.

smiles	MLLE-PAM2 inh	CSN deneddyl inh	MsrA inh	E coli Lon inh	Rin1-Abl PPI inh	FAS-TE inh	Rpn11 inh	MT1-MMP act inh	MsrA act
COc1cccc(NC(=O)c2nn(C)c(C(=O)Nc3cccc(OC)c3)c2[N+](=O)[O-])c1	-7	-2	-0.7	0	-3	3	i	-2	-3
COc1ccc(C(CNC(=O)c2cc(S(=O)(=O)N3CCCC3)ccc2Cl)N2CCCC2)cc1 (centres undefined)	-10	3	0.3	-3	3	-8	i	-7	-12
COCCCn1c(-c2ccco2)nc2ccccc2c1=O	1	2	-0.3	4	-7	-4	i	-2	1
CCOc1cc(/C=N/NC(=O)c2nn(C)cc2Br)ccc1OCc1ccccc1Cl	-2	3	0.9	-3	-1	26	i	0	3
CCOc1ccc(C(=O)Cn2cnc3ccccc3c2=O)cc1	-15	3	0.5	-1	1	-5	i	4	-1
Cc1ccc(NC(=O)Cn2nnc(C(=O)NCc3cccs3)c2N)cc1F	-17	7	-1.3	-1	5	-4	i	2	-2
C=CCNC(=O)CSc1ccc(Cl)cc1	5	-1	0.1	-2	0	-6	i	2	-1
CC1CCN(C(=O)COC(=O)c2ccccc2NC(=O)c2ccco2)CC1	-11	-1	-0.4	-5	-1	5	i	-2	-10
O=C(COC(=O)CNC(=O)c1cccc([N+](=O)[O-])c1)Nc1nc2ccccc2s1	-17	-13	0.8	-3	2	4	i	-1	-2
COc1cc(S(=O)(=O)N2CCC(N3CCCCC3)CC2)ccc1-n1cnnn1	9	-1	0.4	2	-3	-4	i	-3	1
Cc1ccc(/C=N/NC(=O)c2cc(-c3ccncc3)nc3ccccc23)o1	3	3	1.5	5	0	-4	i	9	-6
CN(C)C(=O)c1cccc(-c2cccc(-c3nc(C(=O)NCc4ccccc4)cc4c3[C@H](CCO)N(S(=O)C(C)(C)C)C4)c2)c1 (some centres undefined)	-30	8	-0.9	-23	-1	-7	i	-1	2
O=C(NCC1CCCO1)C1CC(=O)N(C2CCCCCC2)C1 (centres undefined)	-4	-5	-0.5	-9	1	-8	i	9	-1
CC(C)Oc1ccc(CC2CC(=O)NC2=O)cc1 (centres undefined)	8	-7	1.0	-2	4	-2	i	1	3
COc1cccc(NC(=O)C(Sc2nc3ccccc3c(=O)n2CC(C)C)c2ccccc2)c1 (centres undefined)	-52	2	-0.9	-15	2	-6	i	1	-4
NS(=O)(=O)c1ccc2ccccc2c1	6	-2	0.5	3	-4	-5	i	-1	-1
Cc1cc(C)n(-c2cc(N3CCN(C(=O)c4cccc(Br)c4)CC3)ccc2[N+](=O)[O-])n1	-5	0	0.6	-8	3	12	i	13	-1
O=C1NC(Cc2ccc(O)cc2)c2nc3cc(F)ccc3c(=O)n2-c2cc3ccccc3cc21 (centres undefined)	12	4	0.0	-10	-1	14	i	-13	0
O=C(CCl)Nc1cccc(CP(=O)(c2ccccc2)c2ccccc2)c1	4	0	-1.1	13	3	-4	i	-2	-10
COCCNC(=O)CSc1ccccc1C(=O)NC1CCSc2ccccc21 (centres undefined)	31	-5	0.0	-2	2	-4	i	-5	-2
CNc1snc(C)c1C(=O)OC(C)C(=O)Nc1cccc(OC)c1 (centres undefined)	-5	5	-0.8	8	3	-1	i	7	-10
C=CCOc1ccc(C(=O)NC2CCCCC2)cc1	-3	4	-0.8	-6	2	-5	i	-4	0
COCCSc1ccccc1C(=O)Nc1ccc(Br)cc1	3	12	1.0	2	-1	3	i	-1	0
COCCCN(C)C1CCN(C(=O)Nc2ccc(F)cc2)CC1	-7	-2	-0.3	0	-3	-4	i	0	-1
CCOc1cc2c(cc1OC)C(NC(=O)c1ccco1)CC2=O (centres undefined)	10	-1	0.4	-13	3	-4	i	-2	-3
CC(C)c1ccc(NC(=O)[C@H](Cc2c[nH]c3ccccc23)NC(=O)[C@@H]2Cc3ccccc3CN2)cc1	-14	6	-0.9	-6	5	8	i	-2	-10
COc1cccc(C(=O)N2CCC[C@@H]2C(=O)N2CCC[C@H]2C(=O)NCc2ccncc2)c1	/	-1	0.9	-6	/	-10	/	2	-1
O=C(O)Cn1c(O)c(C2=c3ccccc3=NC2=O)sc1=O	6	25	0.3	-1	-10	-3	i	7	-5
NC(=O)C1CCN(C(=O)CCSc2ccc(Cl)cc2)CC1	4	-2	-0.5	-6	4	-5	i	3	-2
CCOc1ccc(CCNC(=O)C2CC(=O)N(c3ccc4c(c3)OCCO4)C2)cc1OCC (centres undefined)	-23	2	-0.9	-2	3	-2	i	1	-2
Cc1c(NC(=O)c2nn3c(C(F)(F)F)cc(-c4ccccc4)nc3c2Cl)c(=O)n(-c2ccccc2)n1C	17	0	0.3	-3	-4	-4	i	2	-3
O=S(=O)(Nc1ccc(-n2cccc2)cc1)c1ccc(Cl)cc1Cl	-24	2	0.4	1	2	29	i	-4	-1
CN(CC(=O)Nc1ccc(F)cc1)C(=O)COC(=O)CNC(=O)c1ccc(Cl)cc1Cl	3	-4	0.2	-8	2	-2	i	2	-5
CCc1sc(C(=O)N2CCN(CC(=O)Nc3cccc(F)c3)CC2)cc1C	-4	-6	1.3	-3	1	2	i	4	0
CCc1nc(SCC(=O)N2CCCCCC2)c2c(=O)n(C)c(=O)n(C)c2n1	-10	5	-0.7	10	0	-9	i	14	-8
Cn1c(Cl)c(/C=N/OC(=O)C(C)(C)C)c2ccccc21	3	-5	0.0	4	1	19	i	-2	0
COc1cc(C(C)=O)ccc1OC(C)C(=O)Nc1ccc(S(=O)(=O)N2CCCC2)cc1 (centres undefined)	1	4	-1.2	0	3	6	i	2	-2
O=C(O)C(Oc1ccc2cc(-c3ccc(Cl)cc3)c(=O)oc2c1)c1ccccc1 (centres undefined)	-6	0	0.3	-14	-2	1	i	2	-2
COc1ccc(CNC(=O)CCS(=O)(=O)c2cccc3nonc23)cc1	4	-2	1.6	1	5	-4	i	-3	-6
CCS(=O)(=O)c1nc(S(=O)(=O)c2ccc(Cl)cc2)c(N2CCCC2)s1	14	0	0.7	8	1	17	i	-3	-10
OCCCNCc1ccc(N(c2ccccc2)c2ccccc2)cc1	13	-3	1.4	0	1	-6	i	-2	-1
COc1ccc(N2CCN(C(=O)C3(C)CC3(Cl)Cl)CC2)cc1 (centres undefined)	-1	2	-0.8	-7	-1	-7	i	-1	-1
CC1(C)CC2CC(C)(CN2C(=O)C23CCC(C)(C(=O)O2)C3(C)C)C1 (centres undefined)	-1	0	0.4	-7	0	-1	i	-1	-7
CC(C)CCN1C(=O)CC(NNC(=O)c2ccc(S(=O)(=O)N3CCCC3)cc2)C1=O (centres undefined)	-3	2	-0.2	-14	2	-6	i	-1	-1
COc1ccc2[nH]c3c(c2c1)CCN1C(=O)C(CC(=O)NCCCn2ccnc2)C[C@H](C(=O)N2CCCCC2)[C@@]31C (some centres undefined)	4	4	0.0	7	0	-5	i	5	-6
O=C(Nc1cc(Cl)ccc1N1CCOCC1)c1cnccn1	17	2	-0.9	2	-2	17	i	-10	-7
O=C(CCN1CCOCC1)NC1CCCN(Cc2ccccc2F)C1 (centres undefined)	2	-1	-1.4	0	0	-2	i	-6	-1
CCOc1ccc(NC(=O)c2ccco2)cc1S(=O)(=O)N1CCCC1	-20	-2	0.1	-4	3	-6	i	-3	-1
CCOC(=O)c1c(NC(=O)Cc2cccs2)sc(C(=O)N2CCCCC2)c1C	-3	4	-0.5	8	-5	8	i	-4	-2
CCOc1ccc(C(=O)NCC(=O)N2CCC3CCCCC3C2)cc1OCC (centres undefined)	3	-2	-1.2	-4	2	-4	i	1	-8
CN(C(=O)CC1C(=O)NCCN1Cc1cccc(F)c1F)C1CCOCC1 (centres undefined)	10	-1	0.1	1	1	-8	i	-2	-4
CCCCC(CC)C1OCC(CN2CCCCC2)O1 (centres undefined)	-3	5	0.2	-8	1	-5	i	1	-3
CCc1ccc2[nH]c(O)c(N=NC3=NC(=O)CS3)c2c1	-10	3	3.0	8	-8	-3	i	11	-3
CCN1C[C@@H]2[C@@H]3C(=O)N(C)C(=O)[C@@H]3[C@](C)(C1=O)N2C(=O)c1ccc(C(C)(C)C)cc1	11	-5	1.2	1	1	-8	i	-1	-4
CN(C)CCCN(C(=O)CCS(=O)(=O)c1ccccc1)c1nc2cc3c(cc2s1)OCO3	-3	-1	2.9	-4	2	-3	i	-8	-1
Cc1ccc(C(=O)NC(C(=O)NC2CCCC2)c2ccccc2)cc1 (centres undefined)	4	2	0.9	-4	0	-1	i	-2	-4
COc1ccc(CC2(CO)CCN(Cc3cnn(C)c3)CC2)cc1	7	0	-0.5	5	2	-11	i	-1	-13
O=C(CCN=C1NS(=O)(=O)c2ccccc21)OCc1ccccc1	6	5	0.6	-9	-2	-4	i	2	-1
Cc1c(C#N)c2ccccc2n1C	1	3	1.0	-4	1	-3	i	0	-1
COc1cc(C(=S)N2CCOCC2)ccc1OS(=O)(=O)c1ccc(NC(C)=O)cc1	7	2	2.9	-4	3	18	i	-1	-3

A different layout for 4 compounds above.
CCc1sc(C(=O)N2CCN(CC(=O)Nc3cccc(F)c3)CC2)cc1C
  MLLE-PAM2 inh = -4; CSN deneddyl inh = -6; MsrA inh = 1.3; E coli Lon inh = -3; Rin1-Abl PPI inh = 1; FAS-TE inh = 2; Rpn11 inh = i; MT1-MMP act inh = 4; MsrA act = 0

CCc1nc(SCC(=O)N2CCCCCC2)c2c(=O)n(C)c(=O)n(C)c2n1
  MLLE-PAM2 inh = -10; CSN deneddyl inh = 5; MsrA inh = -0.7; E coli Lon inh = 10; Rin1-Abl PPI inh = 0; FAS-TE inh = -9; Rpn11 inh = i; MT1-MMP act inh = 14; MsrA act = -8

Cn1c(Cl)c(/C=N/OC(=O)C(C)(C)C)c2ccccc21
  MLLE-PAM2 inh = 3; CSN deneddyl inh = -5; MsrA inh = 0.0; E coli Lon inh = 4; Rin1-Abl PPI inh = 1; FAS-TE inh = 19; Rpn11 inh = i; MT1-MMP act inh = -2; MsrA act = 0

COc1cc(C(C)=O)ccc1OC(C)C(=O)Nc1ccc(S(=O)(=O)N2CCCC2)cc1 (centres undefined)
  MLLE-PAM2 inh = 1; CSN deneddyl inh = 4; MsrA inh = -1.2; E coli Lon inh = 0; Rin1-Abl PPI inh = 3; FAS-TE inh = 6; Rpn11 inh = i; MT1-MMP act inh = 2; MsrA act = -2

(list continues)
smiles	MLLE-PAM2 inh	CSN deneddyl inh	MsrA inh	E coli Lon inh	Rin1-Abl PPI inh	FAS-TE inh	Rpn11 inh	MT1-MMP act inh	MsrA act
CCOC(=O)COc1nc(-c2ccccc2)cc(-c2ccco2)c1C#N	-16	4	2.3	-4	1	21	i	1	-3
COc1ccc(C(=O)c2coc3ccc(OC(C)=O)cc23)cc1	-1	-1	0.7	4	4	2	i	2	-13
Nc1[nH]c(C(=O)c2ccccc2)c(-c2ccc([N+](=O)[O-])cc2)c1C(=O)NCCc1c[nH]c2ccccc12	/	-1	1.9	2	/	14	/	1	-9
COc1cccc(NC(=O)Cc2csc(NC(=O)Nc3ccccc3OC)n2)c1	4	7	-0.6	4	-1	14	i	4	5
COc1ccc(NC(=O)c2nc[nH]c2C(=O)NCC(=O)OC(C)(C)C)cc1	10	-3	0.2	-7	0	5	i	8	-2
CCSCCOC(=O)C1=C(C)NC(=O)NC1c1ccc2c(c1)OCO2 (centres undefined)	1	-2	-0.2	-4	0	-5	i	3	3
O=C(c1ccc([N+](=O)[O-])cc1)N1CCSC1c1ccccc1 (centres undefined)	6	-11	-0.8	-6	-1	1	i	-1	-2
COc1ccc(NS(=O)(=O)c2cccc(C(=O)N3CCN(Cc4cc(OC)ccc4OC)CC3)c2)cc1	11	-1	-0.2	-14	3	0	i	4	-5
